PAX8 inh HTS: inhibitors of PAX8-driven TPO luciferase reporter, primary screen, RMG-I cells, single concentration; inhibition, % at 12.6 µM; AID 652154, 2013; SteadyGlo, 24 h; actives 1.2% (n = 360,000);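 active = mean replicate inhibition at least 60% with every replicate also reaching 60%; inconclusive = only one of the two criteria is met; inactive = mean below 60% and not all replicates reaching 60%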;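 also: luciferase light reporting Pax8 driven TPO promoter activity; plate controls were median of neutral control wells for no effect and mitoxantrone controls for full effect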
LGR2 antag: inhibitors of bursicon-induced LGR2 CRE-luciferase signal, primary screen, cell-based, HEK293, CRE-luciferase reporter, bursicon stimulation; Drosophila bursicon receptor LGR2 (rickets); bursicon-stimulated, 4 h; inhibition, % at 9.99 µM; actives 0.35% (n = 380,000); AID 720647, 2013;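 active = drop in luminescence signal, shown as inhibition above about 50% in the replicate tests, limit read from the data, passing the limit was not always enough; inconclusive = probably only some replicates passing the limit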;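 also: agonist challenge used bursicon conditioned medium at about half maximal strength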
FN deposit inh: inhibitors of fibronectin matrix deposition, primary screen, AH1F cells, Alexa488-fibronectin fluorescence, plate reader | AH1F fibroblasts, overnight | AID 743247, 2014 | inhibition, % at 12.6 µM | actives 0.086% (n = 350,000);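 active = mean inhibition across replicates of 30% or more, regardless of how many single replicates reach that level; inconclusive = mean under 30% yet at least half of replicates reach 30%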;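 also: positive control wells lacked labelled fibronectin entirely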
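Material: AH1F fibroblast monolayer depositing Alexa488-labelled fibronectin into matrix / Amount: 10000 AH1F cells per well / Signal: fluorescence 485/525 nm / Medium: DMEM, 2% serum / Compound: single dose, pinned / Incubation: 1 h cell adhesion before compound, then overnight fibronectin incubation / Reagent: Alexa488-FN, 24 nM final / Read-out: inhibition of fibronectin deposition signal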
Numbers without * were called inactive; u = inconclusive.

SMILES	PAX8 inh HTS	LGR2 antag	FN deposit inh
COc1ccc(/C=C(/NC(=O)/C=C/c2ccccc2)C(=O)N2CCOCC2)cc1	10.2	-16.9	-2.8
Cc1nn(CC(=O)Nc2ccc(N(C)C)cc2)c(C)c1[N+](=O)[O-]	13.9	-17.7	-6.0
COc1ccccc1NS(=O)(=O)c1ccc(Cl)c(NC(=O)CN2C(=O)c3ccccc3C2=O)c1	27.8	-12.0	0.4
O=C(NC(Cc1c[nH]c2ccccc12)C(=O)Nc1ccc(F)c([N+](=O)[O-])c1)c1cccs1 (stereo not drawn)	25.9	17.0	-0.4
COc1cc(OC)c(-n2cc(-c3ccc(Cl)cc3)[nH]c2=O)cc1Cl	-4.3	-5.0	-0.1
COc1ccc(C(=O)N=C2CCC(C#N)=C3c4cc(OC)c(OC)cc4CCN23)cc1	7.6	-21.2	5.5
CCOC(=O)/C(=N/Nc1ccc(Cl)cc1)Sc1nnnn1-c1ccc(C)cc1	5.9	10.6	4.0
O=C(CSc1nc2cc(Cl)ccc2s1)NC1CCCc2ccccc21 (stereo not drawn)	4.9	-3.3	-1.4
CC1Cc2ccccc2N1CC(=O)NCc1ccc2c(c1)OCO2 (stereo not drawn)	-15.4	-0.3	5.6
COc1ccc(CCNC(=O)CN(C)S(=O)(=O)c2ccc(Br)s2)cc1OC	5.3	-15.0	4.4
Cc1cccc(OCCN2C(=O)C(=O)c3cccc(C)c32)c1	11.3	-0.7	-4.9
CCOc1ccc(CN(C)CC(=O)Nc2ccc([N+](=O)[O-])cc2Cl)cc1	9.2	10.5	-0.6
CCC(=O)OCCNc1cc(SCCC(=O)OC)c2nonc2c1[N+](=O)[O-]	-2.9	3.9	-4.2
Cc1nc(C(C)N(C)Cc2c(C(=O)N3CCCCC3)nc3c(C)cccn23)c(C)s1 (stereo not drawn)	11.0	9.1	-0.3
CCCCC(=O)Nc1ccc2c3c(cccc13)CC2	-30.2	-0.1	1.7
CC1=CS(=O)(=O)CC1Sc1nc2ccccc2[nH]1 (stereo not drawn)	-4.0	3.4	1.6
O=C(CSc1nnc(-c2ccccc2)n1-c1ccccc1)c1ccc[nH]1	-20.6	-10.5	33.1*
Cc1ccc(/C=N/n2c(-c3cccnc3)n[nH]c2=S)s1	11.3	-5.4	-2.1
COc1ccc(N2C(=O)CSC2c2cccs2)cc1 (stereo not drawn)	-4.2	-0.7	-3.9
CC1(C)COC(c2cccc(C3=NC(C)(C)CO3)n2)=N1	5.3	4.1	8.1
Cc1ccc(-n2nc(CC#N)c(C#N)c2N)cc1Cl	10.9	-19.0	5.5
CN(C)c1ccc(/C=C2\N=C(c3ccc(Cl)c([N+](=O)[O-])c3)NC2=O)cc1	15.2	18.7	0.1
Cc1ccc(C(=O)C[n+]2ccc(-c3nnc4n3CCC4)cc2)cc1	-8.0	-4.5	4.9
CCOc1cc(/C=N/NC(=O)CN(CCc2ccccc2)S(=O)(=O)c2ccc(NC(C)=O)cc2)ccc1O	14.9	8.9	0.3
N#C/C(=C\C=C\c1ccccc1)c1nc(-c2ccc3c(c2)OCO3)cs1	-19.8	-6.5	5.3
CCOC(=O)c1cc(CC)sc1NC(=O)CC1Sc2ccc(C(F)(F)F)cc2NC1=O (stereo not drawn)	-25.0	-16.4	3.8
O=C(COC(=O)COc1ccccc1[N+](=O)[O-])Nc1ccccc1Br	10.3	-5.5	1.4
S=C(NCCc1ccccc1)NCCc1ccccc1	-141.9	-56.2	9.9
CCn1cc(CNC(=O)c2cc(-c3cc(OC)ccc3OC)nc3ccccc23)c(C)n1	-2.6	-4.0	1.7
COc1ccc(CCNC(=O)Cn2nnc3ccccc3c2=O)cc1	-3.2	0.6	5.5
CCc1ccc(C2NC(=S)NC3=C2C(=O)CC(C)(C)C3)cc1 (stereo not drawn)	9.8	14.1	-3.5
CC1(C)CC(=O)/C(=C(/O)Cc2ccccc2)C(=NCCc2ccccc2)C1	-5.4	8.0	-6.0
C=C(C)CN=C1NN=C(c2cc(C)n(-c3ccc(C)cc3)c2C)CS1	24.9	-1.5	-9.1
Cc1cccn2c(=O)c(/C=C(\C#N)S(=O)(=O)c3ccccc3)c(Oc3ccc(Cl)cc3)nc12	7.8	7.4	-2.7
O=C(c1ccccc1Sc1ccc([N+](=O)[O-])cc1)N1CCCCC1	6.6	-5.2	-1.0
CC(Sc1nnc2c(n1)C1CCC2(C)C1(C)C)C(=O)Nc1ccccc1 (stereo not drawn)	-24.5	3.8	-3.3
O=C(O)CCC(=O)N1N=C(c2c(-c3ccccc3)c3cc(Cl)ccc3[nH]c2=O)CC1c1ccco1 (stereo not drawn)	20.4	-0.9	4.6
CCN(CC)S(=O)(=O)c1ccc(NS(=O)(=O)CC23CCC(CC2=O)C3(C)C)cc1 (stereo not drawn)	-10.8	19.1	1.3
O=C1CCCC2=C1C(c1ccccc1)C1C(=O)c3ccccc3C1=N2 (stereo not drawn)	26.3	-18.0	-14.8
CCc1ccc(-c2csc(NC(=O)C3=NN(c4ccccc4)C(=O)CC3)n2)cc1	-9.5	-4.2	-3.7
CCOC(=O)c1c(-c2ccccc2)csc1NC(=O)/C(C#N)=C/c1ccc(O)c(OC)c1	-7.4	-22.1	-10.4
COC(=O)C1=C(NC(=O)C(C)(C)C)CCS1	-14.0	-8.0	7.4
Cc1ccc(N(Cc2cc3ccccc3[nH]c2=O)C(=O)c2cccs2)cc1	11.3	31.2	-2.2
O=C(COC(=O)c1cc(=O)[nH]c(=O)[nH]1)NCc1ccccc1	8.2	-4.6	-2.3
Cc1cc(-c2csc(NC(=O)c3cccc(S(=O)(=O)N(C)C)c3)n2)c(C)n1-c1ccccc1	-9.9	-4.8	-14.5
CC(=O)N1CCN(c2ccc(NC(=O)c3ccc(OCc4ccccc4)cc3)cc2)CC1	-1.3	-10.0	-4.7
Cc1c(C(=O)OCCOc2ccc(Br)cc2)sc(=S)n1C	-17.7	11.1	-2.8
CCc1ccc(/C=N/NC(=O)c2cc(-c3ccncc3)nc3ccccc23)s1	-12.4	-8.6	12.7
CCOC(=O)c1c(-c2ccc(C)cc2)csc1NC(=O)C1CCCO1 (stereo not drawn)	-0.9	12.0	-5.4
Cc1ccc2c(Cl)cc(Cl)c(OCC(=O)Nc3cccc(S(=O)(=O)N(C)C)c3)c2n1	19.8	-2.8	-3.1
CCn1cc(/C=C/C(=O)Nc2c(C)nn(Cc3ccccc3C)c2C)cn1	-11.4	-9.2	-7.0
Cn1cc(C(=O)N2CCc3ccccc32)cn1	-47.6	-4.8	-2.3
Cc1ccc(S(=O)(=O)N2CCN(CC(=O)N/N=C/c3ccco3)CC2)cc1	6.0	-1.4	-0.2
COc1ccc(CN2C(=O)/C(=C/c3ccncc3)SC2=S)cc1	43.2	11.3	-0.5
CCOC(=O)C(NC(=O)c1ccc(OC)cc1)(N1CCCC1=O)C(F)(F)F (stereo not drawn)	8.5	-16.4	-5.6
COc1cccc(/C=N/NC(=O)c2ccc([N+](=O)[O-])cc2Cl)c1O	24.4	13.7	2.5
Nc1nc(CSc2nnc(-c3cccc(F)c3)n2-c2ccccc2)nc(N2CCOCC2)n1	-11.5	-2.9	1.6
Cn1c(=O)c2c(ncn2CC(=O)N/N=C/c2ccco2)n(C)c1=O	2.2	8.0	5.8
CCS(=O)(=O)c1ccc(O)c(NC(=O)COc2ccc(C)cc2)c1	-25.2	-1.8	-4.9
CCOC(=O)c1c(C)[nH]c(C(=O)COC(=O)/C=C/c2ccc3c(c2)OCO3)c1C	-8.6	-2.4	-2.6

Reformatted: results already given
COc1ccccc1NS(=O)(=O)c1ccc(Cl)c(NC(=O)CN2C(=O)c3ccccc3C2=O)c1
  PAX8 inh HTS: 27.8 | LGR2 antag: -12.0 | FN deposit inh: 0.4

Cc1nn(CC(=O)Nc2ccc(N(C)C)cc2)c(C)c1[N+](=O)[O-]
  PAX8 inh HTS: 13.9 | LGR2 antag: -17.7 | FN deposit inh: -6.0

C=C(C)CN=C1NN=C(c2cc(C)n(-c3ccc(C)cc3)c2C)CS1
  PAX8 inh HTS: 24.9 | LGR2 antag: -1.5 | FN deposit inh: -9.1

COc1ccc(CN2C(=O)/C(=C/c3ccncc3)SC2=S)cc1
  PAX8 inh HTS: 43.2 | LGR2 antag: 11.3 | FN deposit inh: -0.5

Next section.
SMILES	PAX8 inh HTS	LGR2 antag	FN deposit inh
O=C(CC(c1cccs1)S(=O)(=O)c1ccccc1)c1ccc(F)cc1 (stereo not drawn)	10.1	-2.4	-10.6
CCCCCCOc1ccc(/C=c2\s/c(=C(/C#N)C(=O)NCc3ccco3)n(-c3ccccc3)c2=O)cc1	-15.8	17.0	-10.8
CC1=C(C(=O)N2CCOCC2)C(c2cccc3ccccc23)NC(=S)N1 (stereo not drawn)	16.1	-0.7	5.5
Nn1cnc2c(c1=O)C1(CCCCC1)Cc1ccccc1-2	-2.8	1.3	5.2
Cc1ccc(NC(=O)COc2ccccc2C(=O)Nc2ccccc2)cc1Cl	8.8	-9.4	0.9
COc1ccc(/C=c2\s/c(=C/C(=O)c3ccc(C)cc3)[nH]c2=O)cc1OC	-1.6	3.1	-2.5
Cc1ccc(-n2nnnc2-c2nc3ccccc3s2)cc1	-4.9	-1.8	3.7
CCOC(=O)C1=C(O)/C(=C/c2cc(OC)c(O)c(OC)c2)SC1=Nc1ccc(OC)cc1	-24.1	-2.2	-3.0
Cc1ccc(SCc2cc(=O)[nH]c(Nc3nc(C)c4ccccc4n3)n2)cc1	8.7	-7.7	1.4
Cc1onc(-c2ccccc2)c1C(=O)N/N=C/c1cc(Br)c(Br)o1	19.3	4.5	4.6
O=Cc1nc(-c2ccc(Cl)cc2)n2ccccc12	-17.1	13.9	0.7
COc1cc(NC(=O)C2=C(N3CCOCC3)/C(=C\c3ccc(N(C)C)cc3)CCC2)cc(OC)c1OC	-29.5	4.2	-8.0
O=C(Oc1ccccc1/C=C\C(=O)c1cc2ccccc2o1)c1ccccc1	-102.4	-46.2	3.8
S=C(NCCCc1ccccc1)Nc1ccc(Cl)cc1	-16.1	0.6	3.4
CCN(CC)CCNC(=O)C(=O)NCC1OCCN1S(=O)(=O)c1ccc2c(c1)OCCO2 (stereo not drawn)	11.3	4.8	-5.5
Cc1ccccc1C(=O)NC(=S)NC1CCSC1=O (stereo not drawn)	4.0	3.8	-4.7
O=c1oc2cc(O)ccc2cc1-c1nc2c(s1)CCc1ccccc1-2	2.8	5.0	-11.6
O=C(N/C(=C/c1cccc([N+](=O)[O-])c1)C(=O)N1CCCCC1)c1cccs1	-4.5	-10.7	-2.2
Cc1no[n+]([O-])c1COc1ccc(/C=C(\C#N)C(N)=O)cc1	21.5	-2.4	5.3
COc1cc(C2NC(=S)NC(O)(C(F)(F)F)C2C(=O)c2cccs2)cc(OC)c1O (stereo not drawn)	-21.7	-9.4	-1.7
CCCSc1ccc2nc(-c3ccccc3)cn2c1	48.0	u	-2.6
COc1ccc(NC(=O)CC(c2ccc(F)cc2)c2ccc(OC)cc2)cc1 (stereo not drawn)	13.5	29.2	-0.6
O=C(c1cccs1)N1CCN(Cc2ccccc2[N+](=O)[O-])CC1	-33.5	-12.3	1.5
COc1ccc(CCNC(=O)C(C(=O)c2ccccc2)n2cc(Cl)ccc2=O)cc1OC (stereo not drawn)	15.9	3.3	3.9
CCC(=O)Nc1ccc(Nc2nc(C)c([N+](=O)[O-])c(Nc3ccc(NC(=O)CC)cc3)n2)cc1	37.5	11.2	22.6
C=CCOc1ccc(C2NC(=S)NC(C)=C2C(=O)c2ccccc2)cc1OC (stereo not drawn)	0.8	30.3	1.8
Nc1nc(-c2ccccc2)c(N=Nc2ccccc2Cl)s1	9.3	5.4	17.2
O=C(Cc1ccc(Br)cc1)N1CCN(c2ccccn2)CC1	-18.8	-3.2	2.6
CNCc1cn2cc(Cl)ccc2n1	5.8	11.0	3.3
CC1(C)CC(=O)C2=C(C1)NC1=C(C(=O)c3ccccc31)C2c1ccc(Cl)cc1 (stereo not drawn)	22.1	16.5	-6.6

The final 3 compounds of the section above lead into the next.
SMILES	PAX8 inh HTS	LGR2 antag	FN deposit inh
O=C(Cc1ccc(Br)cc1)N1CCN(c2ccccn2)CC1	-18.8	-3.2	2.6
CNCc1cn2cc(Cl)ccc2n1	5.8	11.0	3.3
CC1(C)CC(=O)C2=C(C1)NC1=C(C(=O)c3ccccc31)C2c1ccc(Cl)cc1 (stereo not drawn)	22.1	16.5	-6.6
Cc1nnsc1C(=O)N/N=C/c1ccc2ccccc2c1O	u	-2.6	2.1
CN1C(=S)SC(N2OC3C(=O)N(c4ccccc4)C(=O)C3C2c2ccc(Cl)cc2)C1(C)C (stereo not drawn)	-7.8	11.6	0.6
Cc1cc(NC(=O)c2c(Br)c(C)nn2C)no1	-12.1	17.4	-2.0
COc1ccc(-c2ccccc2)cc1NCc1ccc(OC)c(OC)c1	-1.4	-4.9	0.8

Not all compounds are listed, so the mix of outcomes need not match the whole.
